Screening results (PubChem)
DNA FID counter: compounds displacing fluorescent DNA intercalator, primary screen, artefact control for HCV NS3 helicase inhibitor project, biochemical, FID fluorescence | DNA fluorescent intercalator displacement | inhibition, % at 7.9 µM | 290,000 tested, 0.17% active | AID 1845, 2009; in the data active = inhibition above about 37%;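 also: 0% = vehicle and 100% = reference compound; higher means more ethidium bromide displaced from hairpin DNA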
IDE cell activ: human IDE activators in live cells, primary screen, fluorescence polarization, HEK cells, FAbeta-B substrate | FAbeta-B cleavage; 0% vehicle, 100% cell-free pure enzyme wells | activation, % at 5.96 µM | 340,000 tested, 0.073% active | AID 493087, 2011;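 active = activation above the mean of all tested compounds plus 3 SD, set per screening campaign, cut at about 17% in these data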
VIM-2 inh: VIM-2 metallo-beta-lactamase inhibitors, primary screen, biochemical, epi-absorbance readout, Pseudomonas aeruginosa enzyme; purified VIM-2, nitrocefin hydrolysis, epi-absorbance fluorescence; inhibition, % at 5.6 µM; 290,000 tested, 0.89% active;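 active = inhibition above the mean of all tested compounds plus 3 SD, cutoff set per screening run, cut at about 7.5% in these data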;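 also: red hydrolysis product quenches plate fluorescence so inhibitors raise well fluorescence; 0% = enzyme with DMSO and 100% = DMSO without enzyme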
IMP-1 inh: IMP-1 metallo-beta-lactamase inhibitors, primary screen, biochemical, epi-absorbance readout, Pseudomonas aeruginosa enzyme; purified IMP-1, nitrocefin hydrolysis, epi-absorbance fluorescence; inhibition, % at 5.6 µM; AID 1556, 2009; 290,000 tested, 0.45% active; metallo-beta-lactamase IMP-1 (Pseudomonas aeruginosa);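 active = inhibition above the mean plus 3 SD of all compounds in the same screening run, cut at about 4.5% in these data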;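 also: 0% = IMP-1 with DMSO and 100% = DMSO wells lacking enzyme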
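System: Purified recombinant IMP-1 metallo-beta-lactamase enzyme | Measured by: Fluorescence quenching readout, ex 480/em 530 nm | Replication: Singlicate | Incubation: 15 min preincubation plus 25 min reaction at 25 °C | Evaluation: Percent inhibition from optical density relative to buffer-blank wells | Benchmarks: DMSO with and without IMP-1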
MEKK3 PB1 HTS: modulators of MEKK3-MEK5 PB1 binding, primary screen, biochemical, wildtype MEKK3, multiplex bead flow cytometry, Alexa488-MEK5; Mitogen-activated protein kinase kinase kinase 3 (Homo sapiens), Q99759; bead-based flow cytometry, Alexa488-MEK5 binding to MEKK3; actives lie on both sides; 0 = blocked by unlabeled MEK5, 100 = vehicle; binding response (% of control), % at 10 µM; 290,000 tested, 1.4% active; AID 1529, 2009;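 active = binding response more than 3 SD above or below the average of its plate-row segment, actives on both sides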;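 also: Alexa488 bead fluorescence after subtracting the streptavidin-only scavenger bead signal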
Target sequence (Q99759 whole entry, looked up): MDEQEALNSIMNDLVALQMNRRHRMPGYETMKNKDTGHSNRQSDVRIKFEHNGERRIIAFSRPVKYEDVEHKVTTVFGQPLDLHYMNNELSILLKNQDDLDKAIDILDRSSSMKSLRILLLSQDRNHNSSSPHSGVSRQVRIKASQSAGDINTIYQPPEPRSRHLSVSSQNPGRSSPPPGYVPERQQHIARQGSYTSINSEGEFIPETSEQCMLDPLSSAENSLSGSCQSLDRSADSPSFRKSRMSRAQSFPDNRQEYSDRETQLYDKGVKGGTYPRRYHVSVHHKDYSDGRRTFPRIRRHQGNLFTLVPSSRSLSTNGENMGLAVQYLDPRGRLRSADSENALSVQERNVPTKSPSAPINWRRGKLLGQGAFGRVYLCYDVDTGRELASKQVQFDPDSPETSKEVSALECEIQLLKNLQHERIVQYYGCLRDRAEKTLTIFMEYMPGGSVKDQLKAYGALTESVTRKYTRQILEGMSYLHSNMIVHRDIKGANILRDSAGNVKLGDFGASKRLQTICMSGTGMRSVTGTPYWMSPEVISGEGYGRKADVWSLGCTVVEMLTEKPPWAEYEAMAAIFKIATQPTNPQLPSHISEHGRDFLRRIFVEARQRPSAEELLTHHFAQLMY
PHOSPHO1 block: PubChem AID 1565 | recombinant PHOSPHO1, absorbance phosphatase assay | 290,000 tested, 1.1% active | Phosphoethanolamine/phosphocholine phosphatase (Homo sapiens), Q8TCT1 | inhibition, % at 13.3 µM; in the data active = inhibition above about 60%
Target sequence (Q8TCT1 whole entry, looked up): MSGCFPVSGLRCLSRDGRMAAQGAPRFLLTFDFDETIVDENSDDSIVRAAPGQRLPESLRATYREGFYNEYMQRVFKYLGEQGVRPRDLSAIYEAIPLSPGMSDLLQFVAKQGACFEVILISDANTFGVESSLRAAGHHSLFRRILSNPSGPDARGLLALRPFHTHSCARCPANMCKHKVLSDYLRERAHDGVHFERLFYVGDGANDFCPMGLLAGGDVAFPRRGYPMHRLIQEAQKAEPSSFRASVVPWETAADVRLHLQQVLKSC
pCIP destab: p/CIP-EGFP fusion destabilizers, primary screen, fluorescence, F442A cells; Q05BA5; 16 h; decrease of EGFP signal, % at 10 µM; 290,000 tested, 0.01% active;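 active = EGFP signal decrease of at least 30% at 10 µM or well 3 SD below plate mean, unless failing retest; inactive = the rest, including hits failing retest or dose response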; also: some compounds called inactive have numbers as strong as hits; many of its hits are not listed in these tables
UBC9 SUMO inh: inhibitors of in vitro SUMOylation cascade, primary screen, biochemical, HTRF, uHTS. SUMO-conjugating enzyme UBC9 (Homo sapiens), P63279. HTRF SUMOylation assay, SAE1/SAE2 + UBC9. inhibition, % at 35 µM. 290,000 tested, 0.36% active; in the data active = inhibition above about 50%, passing the limit was not always enough; also: strong numbers were not always called active
Target sequence (P63279 whole entry, looked up): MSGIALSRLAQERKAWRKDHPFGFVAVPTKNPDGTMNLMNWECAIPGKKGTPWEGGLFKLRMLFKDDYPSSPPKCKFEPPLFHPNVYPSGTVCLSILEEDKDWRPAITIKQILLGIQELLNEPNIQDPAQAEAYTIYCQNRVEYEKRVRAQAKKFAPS
NS3 helicase inh: inhibitors of HCV NS3 helicase, primary screen, biochemical, Cy5 molecular beacon fluorescence; Hepatitis C virus NS3 helicase; NS3 helicase DNA unwinding; inhibition, % at 10.9 µM; 290,000 tested, 0.56% active; AID 1800, 2009;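 active = inhibition above the mean of all tested compounds plus 3 SD, set per campaign, cut at about 35% in these data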;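 also: 0% = DMSO wells and 100% = thioflavine S control wells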
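test system = hepatitis C virus NS3 helicase domain fragment enzyme | reagent = annealed dual-labelled DNA beacon duplex, ATP-started | times = 1 h at 25 °C | detection = Cy5 fluorescence, 0 and 60 min reads | read-out basis = percent inhibition from t60/t0 fluorescence ratio | control set = DMSO and thioflavine S | replication = one well per compound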
* = called active by the depositor; . = not tested or not shown; [ ] = remark or other dose.

Compound	UBC9 SUMO inh	DNA FID counter	IMP-1 inh	pCIP destab	VIM-2 inh	MEKK3 PB1 HTS	NS3 helicase inh	IDE cell activ	PHOSPHO1 block
CC1CCCN(S(=O)(=O)c2ccc(NC(=O)c3cccc(-n4cnnn4)c3)cc2)C1 (configuration not stated)	5	-11	-0.8	-7	-1.5	99	-12	-6	6
OCCN1CN=C(Nc2nc3ccccc3o2)NC1	6	-1	-0.9	-21	-1.9	102	2	-2	11
CCc1ccc(CN(C)Cc2nc(Cc3ccccc3)no2)nc1	8	-19	-2.0	4	-1.9	95	-6	8	41
CCC[n+]1cn(/C(C(=S)Nc2cccc(Cl)c2C)=C(/[O-])c2ccc(OC)c(OC)c2)c2ccccc21	-8	6	-2.9	0	-2.0	.	-47	4	-26
Oc1ccccc1-c1cc(C(F)(F)C(F)F)[nH]n1	3	2	-1.8	-4	-4.6	100	-19	-2	-1
COc1ccc(N2C(=NC(C)=O)SC3CS(=O)(=O)CC32)cc1OC (configuration not stated)	5	2	-5.4	-8	-2.0	107	9	4	12
Cc1cccc(-n2cc(CN(C)Cc3nccn3C)c(-c3cccc(F)c3)n2)c1	-9	15	-3.6	3	-3.7	104	-60	1	15
Fc1ccccc1CSc1nncn1NC/C=C/c1ccccc1	26	-22	-2.6	-16	-4.2	102	-9	2	-1
COc1cc(CC(=O)N(C)CC(=O)Nc2ccc(Cl)c(C(F)(F)F)c2)cc(OC)c1OC	11	-28	-3.7	-6	-0.1	106	-14	1	20
Nc1ccc(N2CCCCC2)c(Cl)c1	5	-2	-0.6	-5	-2.0	98	3	3	48
O=C(c1ccc(=O)n(Cc2ccccc2)n1)N1CCN(C/C=C/c2ccccc2)CC1	-7	-18	-2.2	-2	-1.0	110	-10	-2	-7
Cc1cccc(Oc2ncnc3oc(-c4ccccc4)cc23)c1C	-4	-8	-3.5	-3	-4.1	103	6	6	14
CCOc1ccc2c(c1)OC(c1ccccc1)(C(F)(F)F)NC2=O (configuration not stated)	-3	-6	-4.8	6	-2.3	104	0	3	7
CCc1cc2c(=O)n(Cc3ccco3)c(SCC(=O)N(C)C3CCS(=O)(=O)C3)nc2s1 (configuration not stated)	8	-24	-1.5	6	1.6	86	14	0	-31
Cc1ccc(Nc2nc(CSc3nnc(-c4ccccc4C)n3C)cs2)cc1	13	-36	-1.0	-5	-0.2	97	-2	-11	-16
Cc1cccc(OCC(=O)N(Cc2ccco2)C2CCS(=O)(=O)C2)c1C (configuration not stated)	6	-32	-5.1	-5	-2.9	97	-2	-4	7
CCC(=O)Nc1ccc2c(c1)nc1n2CCN(C2CCCCC2)C1	28	-3	1.8	-2	-1.1	95	-3	-1	22
O=C(OCc1cc(=O)n2cc(Br)ccc2n1)c1ccc(Cl)c(S(=O)(=O)NCc2ccccc2)c1	-14	-6	-1.9	-7	-1.6	104	-1	1	-13
CCCCc1ccc(-n2nnnc2SCC(=O)Nc2cc(OC)c([N+](=O)[O-])cc2C)cc1	-6	0	-0.8	-8	-1.3	105	5	2	21
COCC(=O)Nc1nc2ccc(S(C)(=O)=O)cc2s1	23	1	-2.4	-7	-4.0	101	0	3	18
CCOc1cc(/C=N/NC(=O)Cc2ccc(C(F)(F)F)cc2[N+](=O)[O-])ccc1O	-22	-3	-1.2	-2	-4.0	97	-10	-1	-9
CCc1ccc(NC(=O)[C@H](C)NC(=O)C2CCN(C(=O)[C@@H](N)C(C)C)CC2)cc1	11	-3	-0.6	-6	-1.2	107	-2	2	.
COc1ccc(CN2CCNC(=O)C2CC(=O)N2CCCCO2)c(OC)c1 (configuration not stated)	3	-7	-2.2	-1	-1.8	99	0	-4	52
C=C1c2cc3c(cc2NC(=S)N1Cc1ccccc1)OCO3	23	1	1.1	-1	-1.1	78	8	.	70*
COc1ccc(S(=O)(=O)NC(C)C(=O)Nc2ccccc2)cc1Cl (configuration not stated)	4	-6	-2.6	-29	-4.7	92	4	-3	29
O=C(c1ccccc1)N1CCN(C(=S)NCc2ccco2)CC1	9	-5	-4.6	-31	-5.3	107	-4	-1	33
O=C(NCc1ccccc1)C1Cc2ccccc2CN1C(=O)c1ccco1 (configuration not stated)	0	-10	-1.9	-1	-2.5	100	8	1	-43
CCOC(=O)n1c(O)c(N=NC(N)=S)c2cc(C)ccc21	5	-9	-1.6	4	-1.4	68*[inhibitor]	2	6	-61
CCN(CC)CCCNC(=O)CCn1nc(-c2ccc(Cl)cc2)ccc1=O	11	0	-1.6	0	-2.3	101	12	3	30
O=C(CN(C(=O)CCC(=O)Nc1ccccn1)c1cccc(F)c1)NCc1ccco1	2	-27	-0.7	-1	-3.6	101	8	6	35
CCc1ccc(NC(=O)c2sc3nc(C)nc(N4CCN(c5ccccn5)CC4)c3c2C)cc1	-10	-37	-3.4	-7	-3.9	101	-15	1	27
COC(=O)c1c(NC(=O)CN2C(=O)c3ccccc3C2=O)sc(Cc2ccc3c(c2)OCO3)c1C	3	-11	-0.7	-3	-1.9	101	-1	-1	16
COC(=O)c1ccsc1NC(=O)c1ccco1	22	-4	-1.6	-2	6.4	102	10	5	34
Cc1[nH]n(-c2ccccc2)c(=O)c1N=Nc1cccc([N+](=O)[O-])c1	-2	0	-7.4	0	-4.8	100	-15	-1	19
C=CCOn1c(=O)c(-c2ccc(OCC)cc2)[n+]([O-])c2ccccc21	4	-26	-2.7	-7	-2.5	105	20	3	28
Cc1nnsc1C(=O)N/N=C/c1ccccc1	24	7	-3.1	-18	-1.2	93	0	7	0
CCN=C(NCC)SC1CC(=O)N(c2ccccc2)C1=O (configuration not stated)	17	-4	-1.9	-4	-1.0	98	-13	5	3
O=C(N/N=C/c1ccc(O)cc1)/C(=C/c1ccccc1)CCO	14	2	-0.3	0	-1.3	97	1	3	-2
CN1C(=O)/C(=C\C=C2/CCCN2C)N(C)C1=S	-4	-6	-1.9	-2	-3.9	103	5	-6	-23
CCOc1ccc(NC(=O)c2cc3n(n2)C(C(F)(F)F)CC(c2ccco2)N3)cc1 (configuration not stated)	14	-20	-2.3	-15	-0.8	97	-5	2	5

An excerpt of these results, with values under each structure.
Below each compound – UBC9 SUMO inh | DNA FID counter | IMP-1 inh | pCIP destab | VIM-2 inh | MEKK3 PB1 HTS | NS3 helicase inh | IDE cell activ | PHOSPHO1 block
> COC(=O)c1ccsc1NC(=O)c1ccco1
 : 22 | -4 | -1.6 | -2 | 6.4 | 102 | 10 | 5 | 34
> CCc1ccc(NC(=O)c2sc3nc(C)nc(N4CCN(c5ccccn5)CC4)c3c2C)cc1
 : -10 | -37 | -3.4 | -7 | -3.9 | 101 | -15 | 1 | 27

Later entries:
Compound	UBC9 SUMO inh	DNA FID counter	IMP-1 inh	pCIP destab	VIM-2 inh	MEKK3 PB1 HTS	NS3 helicase inh	IDE cell activ	PHOSPHO1 block
O=C(Nc1ccccc1N1CCOCC1)c1ccccc1[N+](=O)[O-]	-2	-2	-2.4	-13	-3.0	103	7	3	-100
COc1ccccc1CNc1ncnc2cc(OC)c(OC)cc12	11	6	-2.2	-14	-0.8	102	5	-8	32
COc1ccccc1-c1cc(C(=O)NC(C)C)no1	-7	-9	-1.3	2	-5.5	100	-19	10	60*
CC12CN3CCN(CC(C3)/C1=N\NC(=O)c1ccccc1N)C2	2	-3	-2.7	-10	-2.1	87	1	6	17
FC(F)(F)c1cccc(NC(=S)NNC(=S)NCc2ccccc2)c1	-127	-15	-1.2	7	-1.0	100	33	-6	104*
CCC(=O)Nc1ccccc1C(=O)OCC(=O)c1ccc2ccccc2c1	-4	-13	-4.7	-11	-2.5	102	-6	0	8
COc1ccc(-c2cn[nH]c2-c2ccc(OCc3ccc([N+](=O)[O-])cc3)cc2O)cc1	-55	5	-4.3	-9	-3.3	102	8	8	-1
O=C(Cn1c2ccc(F)cc2c2nc3n(c(=O)c21)CCS3)Nc1ccccc1C(F)(F)F	-1	-11	-4.2	15	-1.3	80	6	2	8
CCCc1nnc(NC(=O)c2cc(OC)cc(OC)c2)s1	-2	-15	-1.1	-6	0.8	83	-15	4	5
COc1ccc(C(=O)N2CCN(c3nc4ccccc4o3)CC2)cc1OC	20	-32	-3.2	-6	-1.4	95	8	-16	6
CCOC(=O)C1=C(C)Nc2ccccc2N=C1NC(=O)c1cccc(S(=O)(=O)NCc2ccccc2)c1	-9	-9	3.6	-2	-0.4	99	2	4	17
CC(C)(C)c1ccc(OCc2ccc(C(=O)N/N=C/c3ccc([N+](=O)[O-])cc3)o2)cc1	0	0	-2.9	-2	-1.7	112	2	1	-4
CCCN1CCN(c2ccc(S(N)(=O)=O)cc2[N+](=O)[O-])CC1	3	1	-2.0	3	-2.3	105	15	-7	-10
COc1ccc(-n2ncc3c(NCc4ccccn4)ncnc32)cc1	24	-12	-3.0	-6	-2.1	104	-1	0	-10
O=C(Nc1ccccc1C(=O)NCc1cccnc1)c1ccccc1Cl	-4	-12	-0.4	7	-4.3	99	2	1	38
CSCC(=O)N1CCc2ccc(NC(=O)c3ccccc3Cl)cc2C1	6	-21	-3.0	-7	-1.6	103	-3	1	19
Cc1noc(/C=C/N(C)C)c1S(=O)(=O)N(C)CC(=O)N1CCc2ccccc21	4	-16	-0.3	-2	0.7	103	9	.	4
COc1ccc(N2CCN(C(=O)c3ccc4c(=O)n(CCc5ccc(OC)c(OC)c5)c(=O)[nH]c4c3)CC2)cc1	3	-2	-2.3	13	-2.6	102	4	-3	5
COc1cccc2c(=O)cn[nH]c12	32	-3	-1.4	7	-2.5	92	0	-2	4
COc1cc(/C=N/NC2=NCCCCC2)ccc1O	-4	1	-3.2	1	-1.9	109	1	-4	4
Cc1cc(C)cc(NC(=O)C(Sc2ncnc3ccccc23)c2ccccc2)c1 (configuration not stated)	17	-4	-1.8	11	-3.6	97	-11	5	-5
Nc1nc(Cl)nc2ccc(Br)cc12	10	-2	-2.6	-7	-0.2	93	0	-4	-32
CCOc1ccccc1NC(=S)NC1CC2CCC1C2 (configuration not stated)	9	-12	-1.4	6	-1.5	97	4	2	.
O=C(Nc1ccc(N2CCOCC2)c(Cl)c1)c1cccnc1Cl	27	-3	-3.7	-6	-0.4	87	-3	1	-1
O=C(CSc1nc2cccnc2n1Cc1ccccc1)N1CCCC1	26	-17	-0.2	-6	-2.0	101	2	3	38
CCn1c(SCC(=O)NCc2ccccc2)nc2ccccc2c1=O	17	5	-3.5	-16	-4.4	104	4	0	18

Not all compounds are listed, so the mix of outcomes need not match the whole.
